# RGS4 inhibitor – human RGS4 inhibition; P49798; Transcreener GDP fluorescence polarization, RGS4-accelerated GTP hydrolysis; Potency, µM (top dose mostly 114 µM), without a hit: at the highest dose activity change, negative = inhibition, hits mostly inhibitors; 390,000 tested, 0.039% active; AID 504845; further: potency means the concentration at half of the fitted maximal effect; on the % scale 0 is the no-effect control and ±100 the full control effect; nearly all actives have a fitted effect of over 75% in size; some results filed as inactive show a strong effect at the top dose
#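 MLSMR compounds (23 nl, pin-transferred) preincubated 10 min at room temperature with a 500nM (2x) first reagent, then RGS4 at 900nM (2x) plus Transcreener GDP mix added; fluorescence polarization (620/688 nm) read before and after 90 min at 30 °C.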
# ALOX12 inh – inhibitors of human 12S-lipoxygenase ALOX12. P18054. purified 12hLO, xylenol orange hydroperoxide absorbance. Potency, µM (titrated, usually from 108 µM), for inactives: at the highest dose activity change, negative = inhibition, most hits filed as inhibitors. 580,000 tested, 1.1% active; further: potency means the concentration at half of the fitted maximal effect; on the % scale 0 is the no-effect control and ±100 the full control effect
#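 Purified human 12hLO at 150 nM in 25 mM Hepes, 0.01% Triton X-100, pH 7.0, preincubated 15 min at room temperature with compound. Reaction started with 40 uM arachidonic acid, 30 min at room temperature. Hydroperoxide measured by Fe-xylenol orange, 573/405 nm absorbance ratio.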
# PI4K2A inh – inhibitors of human PI4K2A; purified PI4K2A, ADP-Glo luminescence, 1 h; hits give low values; activity change, negative = inhibition, % at 76.9 µM; 420,000 tested, 0.13% active; AID 1346378; in the data active means activity change below about -50%; inconclusive means mostly about -30% to -49%;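 further: -100% = wells without enzyme as full effect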
# Target sequence (Q9BTU6 whole entry, looked up): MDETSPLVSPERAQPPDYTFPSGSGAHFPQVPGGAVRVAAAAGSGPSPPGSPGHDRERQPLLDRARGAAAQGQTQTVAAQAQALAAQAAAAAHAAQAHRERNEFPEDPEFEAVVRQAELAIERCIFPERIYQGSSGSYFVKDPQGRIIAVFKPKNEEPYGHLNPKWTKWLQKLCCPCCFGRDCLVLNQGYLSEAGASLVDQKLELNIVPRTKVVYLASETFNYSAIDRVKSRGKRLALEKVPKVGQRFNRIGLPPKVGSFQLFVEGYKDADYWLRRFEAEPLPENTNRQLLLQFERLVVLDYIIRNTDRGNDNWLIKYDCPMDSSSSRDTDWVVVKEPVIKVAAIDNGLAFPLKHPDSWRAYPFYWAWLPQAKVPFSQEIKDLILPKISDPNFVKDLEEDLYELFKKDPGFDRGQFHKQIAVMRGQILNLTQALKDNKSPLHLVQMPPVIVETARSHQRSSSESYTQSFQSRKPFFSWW
#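 ADP-Glo luminescence measured ADP generated by PI4K2A enzyme (4 ug/mL before mixing) with 1.2 mM PI substrate (pre-mix) and 300 microM ATP (pre-mix). Tris pH7.5 buffer with MgCl2, Triton X-100; 1 h reaction at ambient temperature.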
# GLS inhibitor – inhibitors of human glutaminase (GLS). O94925. GLS enzymatic activity, qHTS titration. Potency, µM (series often up to 45.5 µM), without a hit: top-dose activity change, negative = inhibition, usual class: inhibitors. 410,000 tested, 0.21% active. AID 624170; further: potency means the concentration at half of the fitted maximal effect; on the % scale 0 is the no-effect control and ±100 the full control effect
#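 hKGA; 45 mM KH2PO4 pH 8.2 + 0.02% Tween-20; cpd via pin tool; 1 mM Gln soln; GluOx/HRP/Amplex Red; RT 30 min; fluor. t0 & final.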
# ERG-DNA inh – blocks human ERG Ets domain binding to DNA | fluorescence polarization, His-ERG Ets domain / labelled DNA | AID 624246 | Potency, µM (top dose mostly 76.9 µM), for inactives: at the top dose FP activity, negative = inhibition, hits mostly inhibitors | 370,000 tested, 0.028% active | P11308; active means well fitted inhibition curve with a large enough effect in the polarisation, with a control signal flat; inconclusive means small, poorly fitted or top-dose-only effect, or effect the other way, or a change in a side signal; inactive means no such curve, though single readings can be large or run the other way; the % refers to the polarisation;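 further: polarization taken with two DNA probes labelled with fluorescein and Texas red; potency means the concentration at half of the fitted maximal effect; % of control where 0% means no effect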
# Target sequence (P11308 whole entry, looked up, the tested form may be a part): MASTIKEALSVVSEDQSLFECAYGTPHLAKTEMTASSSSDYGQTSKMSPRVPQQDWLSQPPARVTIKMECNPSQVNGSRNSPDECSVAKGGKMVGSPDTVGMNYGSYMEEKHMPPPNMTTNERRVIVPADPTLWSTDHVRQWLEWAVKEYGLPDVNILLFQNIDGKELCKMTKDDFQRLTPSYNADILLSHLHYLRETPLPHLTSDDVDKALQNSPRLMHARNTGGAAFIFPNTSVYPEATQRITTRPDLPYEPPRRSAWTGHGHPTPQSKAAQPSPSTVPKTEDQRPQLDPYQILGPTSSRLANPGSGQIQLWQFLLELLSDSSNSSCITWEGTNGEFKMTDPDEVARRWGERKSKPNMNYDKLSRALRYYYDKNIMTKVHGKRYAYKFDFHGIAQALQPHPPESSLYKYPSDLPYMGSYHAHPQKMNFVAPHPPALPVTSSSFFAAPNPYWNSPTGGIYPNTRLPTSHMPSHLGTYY
#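 His-tagged ERG Ets domain (1 uM in the protein solution; 300mM KCl, 50mM Tris-HCl, 1mM EDTA, 1mM DTT, pH 7.5) received compound, then a probe mix of 5 nM fluorescein-DNA and 100nM Texas-615-DNA. Fluorescence polarization was read for both dyes.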
# BAZ2B block – blocks human BAZ2B; Q9UIF8; AlphaScreen BAZ2B-H3K14Ac peptide displacement; Potency, µM (doses to about 114 µM), without a hit: at the top dose activity change, negative = inhibition, most hits filed as inhibitors; 360,000 tested, 4.4% active; AID 504333; further: potency means the concentration at half of the fitted maximal effect; on the % scale 0 is the no-effect control and ±100 the full control effect; nearly all actives have a fitted effect of over 60% in size
#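 Inhibition is scored as reduced AlphaScreen emission. The BAZ2B/b-H3(5-23)K14Ac complex (50 nM each) in PBS pH 7.4, 0.01% Tween-20 meets compound (up to 110 uM) for 30 min at RT before bead addition.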
# JMJD2A Tudor inh – blocks the human JMJD2A Tudor domain | Potency, µM (series often up to 114 µM), for the others: at the highest dose activity change, negative = inhibition, usual class: inhibitors | 390,000 tested, 4.4% active | O75164 | AID 504339 | AlphaScreen JMJD2A-Tudor / H3K4me3 peptide binding; further: potency means the concentration at half of the fitted maximal effect; on the % scale 0 is the no-effect control and ±100 the full control effect; nearly all actives have a fitted effect of over 50% in size
# HP1b chromo inh – blocks HP1-beta chromodomain binding to methylated histone tails. P83916. AlphaScreen HP1-beta / biotin-H3K9me3 peptide binding. Potency, µM (doses to about 114 µM), for the others: top-dose activity change, negative = inhibition, most hits filed as inhibitors. 390,000 tested, 0.56% active. AID 540317; further: potency means the concentration at half of the fitted maximal effect; nearly all actives have a fitted effect of over 70% in size; inactives centre near 23
#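 Compound inhibition of the preformed complex between 50 nM HP1-beta and 50 nM biotinylated H3K9me3 peptide was read by AlphaScreen. Buffer was PBS pH 7.4 with 0.01% Tween-20. Incubations ran 30 min at room temperature, with 10 ug/mL donor/acceptor beads.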
# G9a inh – inhibitors of human histone lysine methyltransferase G9a; Q96KQ7; G9a H3K9 monomethylation, AlphaScreen, 2 h; Potency, µM (top dose mostly 102 µM), for the others: at the top dose activity, negative = inhibition, most hits filed as inhibitors; 350,000 tested, 8.8% active; AID 504332; further: potency means the concentration at half of the fitted maximal effect; on the % scale 0 is the no-effect control and ±100 the full control effect; nearly all actives have a fitted effect of over 75% in size
#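 Step 1: enzyme (final 20 nM) with compound, 15 min RT. Step 2: substrate peptide 500 nM and SAM 20 uM, 2 h RT. Step 3: anti-H3K9me1 antibody and AlphaScreen beads, 10 min, then plate read.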
# Starred values were filed as active, the others as inactive; ? = inconclusive; . = not tested or not shown; & = joins results of further samples; [ ] = dose if it differs, or a comment. Unless noted, the call rests on the fitted dose curve; in most records, active means well fitted curve in the direction sought with a large enough effect; inconclusive means small, poorly fitted or top-dose-only effect, or another doubt; inactive means no such curve, though single readings can be large; an effect the other way counts as inactive or inconclusive. An excerpt; count on the stated rates, not on these rows.
RGS4 inhibitor	ALOX12 inh	PI4K2A inh	GLS inhibitor	ERG-DNA inh	BAZ2B block	JMJD2A Tudor inh	HP1b chromo inh	G9a inh	canonical_smiles
31%	8%	2	2%	.	3%	-4%	18%	12%[59 µM]	O=C(NCc1nc(-c2ccccc2)no1)c1ccc2c(c1)OCO2
5%	0%	3	14%	9%	?	?	-1%	35µM*	COc1ccc(Cl)cc1NCCC(O)c1ccc(F)cc1 (stereo unspecified)
3%	0%	2	-3%	5%	10%	-19%	13%	9%	CCc1ccccc1NC(=O)CSc1nnc([C@@H](NC(=O)OC(C)(C)C)C(C)CC)o1 (stereo partly specified)
-2%	-15%	4	-11%	1%[15.4 µM]	-4%	3%	38%	6%	CN(C(=O)c1cccn(Cc2ccccc2)c1=O)c1ccccc1
?	?	3	4%	18%	-23%	-11%	64%[activator]	50µM*	CC(=O)c1c(C)[nH]c(C(=O)CSc2nnc(NC3CC3)s2)c1C
8%[11.4 µM]	?	2	18%	0%	10%	-6%[57.1 µM]	13%	?	Cc1cc(C)c2ccc(N)nc2c1O
?	9%	-3	3%	-10%	-3%	-8%[57.1 µM]	-10%	-7%	Nc1nnc(SCC(=O)OCC(=O)NC23CC4CC(CC(C4)C2)C3)s1
-17%	-23%	0	-6%	.	8%	-11%	86%[activator]	18%[59 µM]	COCCNC(=O)CSCc1c(F)cccc1Cl
13%	-37%	2	1%	-9%	6%	-35%	19%	10%[12.7 µM]	O=C(c1ccc2c(c1)OCO2)N(c1ccc(Cl)cc1)C1C=CS(=O)(=O)C1 (stereo unspecified)
-21%	19%	7	4%	.	2%	14%	64%[activator]	15%[59 µM]	Cc1ccc(N2C(=O)CN(Cc3sccc3C)C2=S)cc1C
-1%	-9%	-4	-16%	0%	-3%	-8%	30%	-6%	Cc1cccn2c(=O)nc(SCC(=O)NCc3ccccc3)nc12
2%	-3%	7	0%	-4%	-6%	-6%	8%	1%[12.7 µM]	CCOC(=O)c1[nH]c2cc(OC)c(OC)cc2c1NC(=O)c1ccc2c(c1)OCO2
-5%	6%	-5	3%	6%	-3%	-2%	28%	1%[59 µM]	OCCOCCNc1ncnc2c1cnn2-c1ccc(Cl)cc1
-15%	5%	1	-6%	16%	2%	9%	57%[activator]	13%	Cc1c(C(=O)N2CCc3ccccc32)cnn1C
1%	5%	-1	-1%	-2%	0%	-13%	11%	4%	COc1ccc(/C=C2\SC(=O)N(CC(=O)NCCC(C)C)C2=O)cc1OC
-29%	-9%	5	1%	-3%	4%	-6%	35%	-7%[59 µM]	COc1ccc(-c2cn3nc(N4CCC(C(=O)Nc5cc(Cl)ccc5OC)CC4)sc3n2)cc1
-7%	-6%	-3	-7%	-11%	-19%	-1%	39%[activator]	-16%	CC(C)(O)C#Cc1ccc(C(=O)NCCC(=O)O)s1
-4%	20%	-3	9%	1%	-1%	-25%	21%	16%[12.7 µM]	O=C(NCCCn1ccnc1)c1cc(-c2ccc3c(c2)OCO3)on1
-16%	0%	3	-11%	-3%	-19%	-13%	34%	12%[59 µM]	CCC(=O)c1ccc(OCC(=O)NC2(C#N)CCCCC2)cc1
-13%	16%	-8	1%	-3%	?	-34%	-5%	1%[59 µM]	Cc1ccc(C(C(=O)NC2CCCC2)N(Cc2ccco2)C(=O)CCC(=O)Nc2ccccn2)cc1 (stereo unspecified)
22%	0%&37%	-1&6	10%&0%	-10%	7%	-14%	16%	18%	O=C(O)c1cc(=O)c2c(OCC(O)COc3cccc4oc(C(=O)O)cc(=O)c34)cccc2o1
17%	2%	2	-8%	0%	-8%	-17%	22%	-11%	Cc1ccc(NC(=O)CCC(=O)NNC(=O)CCc2ccccc2)c(C)c1
6%	-1%	6	-4%	-9%	-4%	-12%	42%	?	Cc1ccc(C)c(NS(=O)(=O)c2ccc(OCC(=O)N3CCOCC3)cc2)c1
-31%	-9%	-1	-1%	-1%	?	?	-3%	?	O=C(N/N=C/c1cc(Br)c(Br)o1)c1cccnc1
-30%	8%	2	1%	0%	4%	0%	6%	2%[12.7 µM]	Cc1noc(C)c1S(=O)(=O)N1CCC(C(=O)N(C)Cc2ccccc2)CC1
-1%	-7%	-2	1%	-6%	.	36%	94%[activator]	.	CCCCCCCCN1[C@@H](CC(C)=O)c2cc(C(F)(F)F)ccc2S1(=O)=O
1%	-19%	2	2%	8%	.	1%	46%[activator]	.	CSC1=Nc2sc3c(c2C2=NCCN12)CC(C)(C)OC3
-33%	0%	-2	0%	2%	?	1.1µM*	33%	2µM*	Cc1cnc(C(=O)Nc2nnc(C)s2)cn1
-15%	-8%	1	7%	-1%	-16%	-8%	52%[activator]	-29%	CC(CN1C(C)CCCC1C)OC(=O)c1ccc(Cl)cc1Cl (stereo unspecified)
22%	9%	2	3%	-7%	-7%	4%	54%[activator]	.	CCC(C)[C@H]1COCCS(=O)(=O)N1Cc1ccc(Cl)cc1Cl (stereo partly specified)

# Copied from the list:
# CCC(C)[C@H]1COCCS(=O)(=O)N1Cc1ccc(Cl)cc1Cl (stereo partly specified) in JMJD2A Tudor inh reads 4%
# CCc1ccccc1NC(=O)CSc1nnc([C@@H](NC(=O)OC(C)(C)C)C(C)CC)o1 (stereo partly specified) in JMJD2A Tudor inh reads -19%

# Additional structures follow:
RGS4 inhibitor	ALOX12 inh	PI4K2A inh	GLS inhibitor	ERG-DNA inh	BAZ2B block	JMJD2A Tudor inh	HP1b chromo inh	G9a inh	canonical_smiles
?	?	2	?	3%	28µM*	1.1µM*	?	1.4µM*	Cc1ccc(-c2csc3n[nH]c(=S)n23)cc1
11%	-6%	-2	17%	-11%	9%	-4%	27%	-4%[2.33 µM]	Cc1cnc(C(=O)OCC(=O)Nc2ccc(Br)c(C)c2)cn1
3%	-5%	-1	2%	5%	15%	15%	30%[57 µM]	6%[59 µM]	CC(C)Oc1ccc(CNC(=O)C2=Cc3ccccc3OC2)cc1
5%	-32%	2	-2%	-3%	5%	47%[activator]	25%	4%	O=C(CNC(=O)c1ccccc1)NCC(=O)OCc1ccc(Cl)cc1
-15%	-12%	1	-2%	-3%	-1%	8%	73%[activator]	6%[59 µM]	Cc1cccc(S(=O)(=O)c2cn(C)c3cc(N4CCC(C)CC4)c(F)cc3c2=O)c1
-17%	-2%	-1	-8%	8%	8%	-6%	52%[activator]	16%	CCn1c(=O)c2cc(C(=O)N3CCOCC3)sc2c2ccccc21
7%	-16%	-6	-3%	10%	4%	-12%	28%	23%	CC(C)(C)CC(=O)Nc1cc2c3c(c1)CC(=O)N3CCC2
-1%	-29%	-2	3%	2%	-30%	-22%	11%	-48%[59 µM]	CC1CN(S(=O)(=O)c2ccc(C(=O)Nc3ccc(S(=O)(=O)Nc4nccs4)cc3)cc2)CC(C)O1 (stereo unspecified)
21%	0%	1	-4%	5%	-30%	-15%	3%	.	CCn1c(SCC(=O)Nc2ccc(OC)cc2)nc2c(c1=O)SCC2
-1%	0%	-1	-4%	-10%	10%	-23%	17%	17%	CC(C)c1nc2sc3c(NCc4ccccc4)ncnc3c2c2c1COC(C)(C)C2
-13%	1%	5	-1%	-3%	14%	-25%	33%	-3%[12.7 µM]	OCC[C@H]1C[C@@H](O)[C@H](O)[C@]2(OCCCc3ccccc32)O1
-18%	-8%	-3	5%	0%	2%[57.1 µM]	-18%	22%	-1%[59 µM]	CC(C)(C)OC(=O)N1CCC(c2c(C(=O)NCc3cccs3)cnn2-c2ccc(F)cc2F)CC1
-2%	.	2	4%	6%	.	-18%	38%	.	O=C(N[C@H]1C/C=C\C[C@@H](CC(=O)N(CCO)Cc2ccccc2)C(=O)N2CCC[C@@H]2COC1=O)OCC1c2ccccc2-c2ccccc21
13%	0%	3	13%	1%	-20%	-3%	28%	-31%	CCCCN1C2CCCC1CC(NC(=O)c1ccc(OC)c(OC)c1)C2 (stereo unspecified)
10%	3%	-5	2%	9%	8%	-11%	32%	22%[2.33 µM]	CCN(C(=O)C(C)Sc1ccc(S(=O)(=O)N2CCN(C)CC2)cn1)c1ccccc1 (stereo unspecified)
-9%	-9%&-7%	3	-8%	4%	8%	0%	56%[activator]	15%[59 µM]	COc1cccc(C(=O)Nc2ccc3oc(-c4cccc5c(Br)cccc45)nc3c2)c1
-33%	-11%	17	-9%	3%	31%[activator]	0%	23%	-18%	Nc1nc2ccccc2nc1N
-20%	-1%	3	-8%	7%	3%	-3%	28%	.	CC(C)=CCN1CCN(Cc2ccc3nsnc3c2)CC1CCO (stereo unspecified)
4%	0%	-1	2%	-16%	9%	-21%	32%	-2%	CC(Oc1ccccc1F)C(=O)NNC(=O)C1CC(=O)N(c2ccc3c(c2)OCCO3)C1 (stereo unspecified)
2%	10%	2	4%	-2%	7%	-6%	-1%	6%[2.33 µM]	CCCCOc1ccc(C(=O)OCC(=O)NC2CCCC2)cc1
-22%	0%	4	4%	5%	-4%	-28%	-2%	25%[59 µM]	Cn1cnnc1SCc1ccc(C(=O)N=Nc2c(O)n(C)c3ccccc23)cc1
-2%	25%	2	4%	10%	-39%	?	-4%	-29%[59 µM]	CCCCn1c(N)c(-c2nc3ccccc3s2)c2c([N+](=O)[O-])nn(CC)c(=O)c21
